Source: PubChem BioAssay
POLH inh: qHTS for Inhibitors of Polymerase Eta; Potency, µM (top dose mostly 114 µM), inactives show at the highest dose activity change, negative = inhibition, most hits filed as inhibitors; DNA polymerase eta (Homo sapiens), Q9Y253; 390,000 compounds, 1.2% hits; recombinant Pol eta, fluorescent DNA replication assay; AID 588591, 2011; also: potency is read from the fitted curve at half-maximal effect; % is scaled to controls: 0 for no effect and ±100 for the full control effect
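Fluorescent replication assay: 50 nM final substrate added after a 15 min room-temperature compound preincubation with 10 nM enzyme. Signal taken at 0 min and again at 10 min.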
Tb PGK inh: qHTS Assay to Find Inhibitors of Phosphoglycerate Kinase; 380,000 compounds, 0.043% hits; PGK/GAPDH coupled, Kinase-Glo luminescence, 60 min; Potency, µM (top dose mostly 57.5 µM), inactives show at the top dose activity change, negative = inhibition, hits mostly inhibitors; Phosphoglycerate kinase, glycosomal (Trypanosoma brucei brucei), P07378; AID 602233, 2012; also: potency is read from the fitted curve at half-maximal effect; % is scaled to controls: 0 for no effect and ±100 for the full control effect; nearly all actives have a fitted effect of over 60% in size
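Recombinant glycosomal PGK reaction used 1,3-bisphosphoglycerate generated in-well by GAPDH (100nM final) in 100mM TEA pH 7.6, 5mM MgCl2, 0.01% Tween-20. After 60 minutes at room temperature, ATP was read by Kinase-Glo Plus luminescence end-point.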
PI4K2A block: qHTS for small molecular inhibitors of PI4K2A | Phosphatidylinositol 4-kinase type 2-alpha (Homo sapiens), Q9BTU6 | purified PI4K2A, ADP-Glo luminescence, 1 h; stronger effect = lower value | activity change, negative = inhibition, % at 76.9 µM | 420,000 compounds, 0.13% hits | AID 1346378, 2018; in the data active = activity change below about -50%; inconclusive = mostly about -30% to -49%;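 also: -100% = wells without enzyme as full effect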
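In this quantitative HTS, ADP production by PI4K2A was quantified luminescently after 1 h at ambient temperature; 100 microM adenosine served as plate-quality control.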
Pin1 inh: qHTS Assay to Find Inhibitors of Pin1. 390,000 compounds, 0.009% hits. AID 504891, 2011. Potency, µM (series often up to 115 µM), for the others: at the highest dose activity, negative = inhibition, usual class: inhibitors. Pin1 FP peptide displacement, HiFluor488, 10 min; active = well fitted inhibition curve with a large enough effect in the polarisation, with a control signal flat, not every such curve was filed as active; inconclusive = small, poorly fitted or top-dose-only effect, or effect the other way, or a change in a side signal; inactive = no such curve, though single readings can be large or run the other way; the % refers to the polarisation; also: potency is read from the fitted curve at half-maximal effect; % is scaled to controls: 0 for no effect and ±100 for the full control effect
JMJD2A Tudor: qHTS Assay for Inhibitors of JMJD2A-Tudor Domain. Lysine-specific demethylase 4A (Homo sapiens), O75164. AlphaScreen JMJD2A-Tudor / H3K4me3 peptide binding. Potency, µM (titrated, usually from 114 µM), for the others: at the highest dose activity change, negative = inhibition, actives largely listed as inhibitors. 390,000 compounds, 4.4% hits. AID 504339, 2011; also: potency is read from the fitted curve at half-maximal effect; % is scaled to controls: 0 for no effect and ±100 for the full control effect; nearly all actives have a fitted effect of over 50% in size
G9a block: qHTS Assay for Inhibitors of Histone Lysine Methyltransferase G9a; Potency, µM (highest dose often 102 µM), without a hit: at the highest dose activity, negative = inhibition, actives largely listed as inhibitors; Histone-lysine N-methyltransferase EHMT2 (Homo sapiens), Q96KQ7; G9a H3K9 monomethylation, AlphaScreen, 2 h; 350,000 compounds, 8.8% hits; also: potency is read from the fitted curve at half-maximal effect; % is scaled to controls: 0 for no effect and ±100 for the full control effect; nearly all actives have a fitted effect of over 75% in size
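Compounds were preincubated with 20 nM G9a for 15 min, after which biotinylated H3K9 peptide (500 nM) and SAM (20 uM) started a 2 h room-temperature reaction. Monomethylated product was quantified by antibody-based AlphaScreen chemiluminescence.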
HP1b binding inh: HTS for Inhibitors of HP1-beta Chromodomain Interactions with Methylated Histone Tails | AlphaScreen HP1-beta / biotin-H3K9me3 peptide binding | Potency, µM (titrated, usually from 114 µM), for inactives: top-dose activity change, negative = inhibition, most hits filed as inhibitors | 390,000 compounds, 0.56% hits | AID 540317, 2011; also: potency is read from the fitted curve at half-maximal effect; nearly all actives have a fitted effect of over 70% in size; inactives centre near 23
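Compound inhibition of the preformed complex between 50 nM HP1-beta and 50 nM biotinylated H3K9me3 peptide was read by AlphaScreen. Buffer was PBS pH 7.4 with 0.01% Tween-20. Incubations ran 30 min at room temperature, with 10 ug/mL donor/acceptor beads.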
BAZ2B inh: qHTS Assay for Inhibitors of BAZ2B; AlphaScreen BAZ2B-H3K14Ac peptide displacement; Bromodomain adjacent to zinc finger domain protein 2B (Homo sapiens), Q9UIF8; 360,000 compounds, 4.4% hits; Potency, µM (titrated, usually from 114 µM), for the others: top-dose activity change, negative = inhibition, hits mostly inhibitors; also: potency is read from the fitted curve at half-maximal effect; % is scaled to controls: 0 for no effect and ±100 for the full control effect; nearly all actives have a fitted effect of over 60% in size
Target sequence (Q9UIF8 whole entry, looked up, the tested form may be a part): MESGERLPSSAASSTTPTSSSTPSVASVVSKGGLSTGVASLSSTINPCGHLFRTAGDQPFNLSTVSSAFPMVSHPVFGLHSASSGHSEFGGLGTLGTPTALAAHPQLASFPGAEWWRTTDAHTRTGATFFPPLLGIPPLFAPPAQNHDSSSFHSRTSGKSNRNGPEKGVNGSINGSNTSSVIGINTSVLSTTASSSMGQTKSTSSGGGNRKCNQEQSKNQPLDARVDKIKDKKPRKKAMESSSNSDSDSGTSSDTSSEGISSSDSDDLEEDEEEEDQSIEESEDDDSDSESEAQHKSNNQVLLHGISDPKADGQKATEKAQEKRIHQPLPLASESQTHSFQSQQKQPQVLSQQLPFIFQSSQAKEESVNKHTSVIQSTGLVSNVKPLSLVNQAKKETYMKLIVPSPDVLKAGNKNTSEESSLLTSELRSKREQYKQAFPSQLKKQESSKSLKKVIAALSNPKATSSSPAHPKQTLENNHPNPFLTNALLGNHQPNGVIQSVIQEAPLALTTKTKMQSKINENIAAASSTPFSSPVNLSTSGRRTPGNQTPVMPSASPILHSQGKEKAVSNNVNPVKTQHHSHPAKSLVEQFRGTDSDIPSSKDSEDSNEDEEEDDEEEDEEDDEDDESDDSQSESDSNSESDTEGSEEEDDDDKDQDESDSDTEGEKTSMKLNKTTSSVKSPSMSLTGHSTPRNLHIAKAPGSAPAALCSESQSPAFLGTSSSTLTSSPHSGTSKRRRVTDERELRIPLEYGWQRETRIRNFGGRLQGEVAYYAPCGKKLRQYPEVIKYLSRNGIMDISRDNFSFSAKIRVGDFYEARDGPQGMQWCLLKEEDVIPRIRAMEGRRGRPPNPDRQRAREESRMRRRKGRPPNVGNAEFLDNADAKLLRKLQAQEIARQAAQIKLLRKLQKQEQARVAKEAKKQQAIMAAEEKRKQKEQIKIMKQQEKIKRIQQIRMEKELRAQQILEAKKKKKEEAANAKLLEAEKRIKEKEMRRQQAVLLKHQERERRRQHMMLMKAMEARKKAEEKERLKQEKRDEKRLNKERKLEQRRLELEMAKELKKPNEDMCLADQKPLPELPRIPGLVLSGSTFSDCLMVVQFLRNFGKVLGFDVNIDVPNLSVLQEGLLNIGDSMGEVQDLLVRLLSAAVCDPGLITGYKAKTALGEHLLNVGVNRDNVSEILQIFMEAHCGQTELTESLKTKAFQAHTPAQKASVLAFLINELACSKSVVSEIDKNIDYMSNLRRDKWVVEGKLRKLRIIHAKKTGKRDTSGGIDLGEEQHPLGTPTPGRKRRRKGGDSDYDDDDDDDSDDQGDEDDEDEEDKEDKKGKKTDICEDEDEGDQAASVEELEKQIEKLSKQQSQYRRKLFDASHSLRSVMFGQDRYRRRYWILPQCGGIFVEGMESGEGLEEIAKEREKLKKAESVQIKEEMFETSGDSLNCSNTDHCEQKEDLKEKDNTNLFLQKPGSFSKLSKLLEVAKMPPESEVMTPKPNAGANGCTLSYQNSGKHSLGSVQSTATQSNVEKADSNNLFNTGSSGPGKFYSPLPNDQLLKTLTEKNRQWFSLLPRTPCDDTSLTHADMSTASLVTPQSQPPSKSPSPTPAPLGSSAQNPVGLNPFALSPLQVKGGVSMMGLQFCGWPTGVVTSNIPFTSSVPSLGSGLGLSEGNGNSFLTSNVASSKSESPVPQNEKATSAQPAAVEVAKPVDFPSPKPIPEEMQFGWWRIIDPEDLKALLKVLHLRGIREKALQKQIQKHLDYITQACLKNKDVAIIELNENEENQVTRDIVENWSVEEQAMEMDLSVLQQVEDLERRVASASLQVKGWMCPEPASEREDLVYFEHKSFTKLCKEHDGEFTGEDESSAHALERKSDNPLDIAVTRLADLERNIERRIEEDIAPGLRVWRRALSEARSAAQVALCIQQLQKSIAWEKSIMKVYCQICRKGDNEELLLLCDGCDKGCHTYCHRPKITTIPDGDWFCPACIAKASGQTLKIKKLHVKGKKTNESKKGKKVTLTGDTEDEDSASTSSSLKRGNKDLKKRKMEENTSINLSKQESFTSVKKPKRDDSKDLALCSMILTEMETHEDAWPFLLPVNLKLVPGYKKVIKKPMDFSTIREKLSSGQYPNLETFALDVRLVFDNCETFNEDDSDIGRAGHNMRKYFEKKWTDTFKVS
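Multi-concentration screen (max 110 uM) measuring displacement of acetylated histone H3 peptide from BAZ2B by AlphaScreen, using 50 nM protein, 50 nM peptide and 10 ug/mL streptavidin donor plus Ni-chelate acceptor beads.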
GLS inhibitor: qHTS for Inhibitors of Glutaminase (GLS) | GLS enzymatic activity, qHTS titration | Glutaminase kidney isoform, mitochondrial (Homo sapiens), O94925 | Potency, µM (series often up to 45.5 µM), for the others: at the top dose activity change, negative = inhibition, usual class: inhibitors | 410,000 compounds, 0.21% hits; also: potency is read from the fitted curve at half-maximal effect; % is scaled to controls: 0 for no effect and ±100 for the full control effect
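Glutamate formation by hKGA was monitored fluorometrically using coupled glutamate oxidase, HRP and Amplex Red. Substrate was added as 1 mM L-glutamine solution; incubation was 30 min at RT after an initial read.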
* hit, by the source's call; i = inactive; ? = inconclusive; . = not tested or not shown; [ ] = dose if it differs, or a comment. Unless noted, calls follow the shape of the dose curve; as a rule, active = well fitted curve in the direction sought with a large enough effect; inconclusive = small, poorly fitted or top-dose-only effect, or another doubt; inactive = no such curve, though single readings can be large; an effect the other way counts as inactive or inconclusive. These rows are one share of the data; rates above refer to the full screens.

The opening three compounds (preview)
SMILES	POLH inh	Tb PGK inh	PI4K2A block	Pin1 inh	JMJD2A Tudor	G9a block	HP1b binding inh	BAZ2B inh	GLS inhibitor
COc1ccc(CCC(=O)Nc2ccc(OC)c(S(=O)(=O)N3CCCCC3)c2)cc1OC	-18%	i	4	0%	-4%	18%[2.33 µM]	40%[activator]	2%	-6%
Cc1ccc(Cl)cc1NC(=O)C(NS(=O)(=O)c1ccc2c(c1)CCC(=O)N2)c1ccccc1 (centres undefined)	-19%	i	-2	-2%	-19%	?	20%	-26%	4%
COC(=O)c1oc2ccc(Br)cc2c1-n1cccc1	-4%	-7%	-15	-4%	-29%	16%[59 µM]	21%	-1%	7%

The whole of this part (from the top)
SMILES	POLH inh	Tb PGK inh	PI4K2A block	Pin1 inh	JMJD2A Tudor	G9a block	HP1b binding inh	BAZ2B inh	GLS inhibitor
COc1ccc(CCC(=O)Nc2ccc(OC)c(S(=O)(=O)N3CCCCC3)c2)cc1OC	-18%	i	4	0%	-4%	18%[2.33 µM]	40%[activator]	2%	-6%
Cc1ccc(Cl)cc1NC(=O)C(NS(=O)(=O)c1ccc2c(c1)CCC(=O)N2)c1ccccc1 (centres undefined)	-19%	i	-2	-2%	-19%	?	20%	-26%	4%
COC(=O)c1oc2ccc(Br)cc2c1-n1cccc1	-4%	-7%	-15	-4%	-29%	16%[59 µM]	21%	-1%	7%
O=C(NC1CCCCC1)Nn1c(-c2ccccc2)nc2ccccc2c1=O	-4%	-8%	-7	?	-7%	3%[59 µM]	28%	2%	0%
Cc1c(NC(=O)c2c(F)cccc2F)c(=O)n(-c2ccccc2)n1C	-9%	i	6	1%	9%	19%	20%	2%	-17%
OCCC1CN(Cc2ccc(Oc3ncccn3)cc2)CCN1C1CCCC1 (centres undefined)	1%	5%	1	1%	-19%	5%	22%	0%	7%
N#CCSc1nnc(COc2cccc3ccccc23)n1-c1ccccc1	-15%	-4%	6	0%	-21%	?	0%	-1%	-7%
CCOC(=O)C1CCN(C(=O)COc2ccc(S(=O)(=O)N3CCOCC3)cc2)CC1	-10%	i	3	8%	-1%	19%	34%	-11%	-4%
COc1ccc(OC)c(C2Nc3c(Cl)ccc(C(=O)O)c3C3C=CCC32)c1 (centres undefined)	-8%	-4%	2	?	?	20µM*	?	-26%	-13%
O=C(O)C1CCN(S(=O)(=O)c2ccc(N3CCOCC3)c([N+](=O)[O-])c2)CC1	-8%	-5%	0	-2%	-8%	-3%	-5%	-18%	5%
COc1ccc(C(=O)NN(C)c2nc(-c3ccccc3)cc(C)c2S(C)(=O)=O)cc1	-20%	-5%	1	5%	5%	?	26%	0%	6%
OC(COc1ccccc1)CN(Cc1ccccc1)CC(O)COc1ccccc1 (centres undefined)	-14%	-3%	1	-4%	-4%	-16%[2.33 µM]	37%	3%	-2%
CCN(CC)C(=O)Cn1nnc(-c2ccc(S(C)(=O)=O)cc2)n1	1%	-2%	1	0%	-6%	?	12%	-8%	-14%
CNC(=S)N/N=C/c1ccc(-c2cccc(C(=O)O)c2)o1	-10%	-11%	-16	-14%	-22%	3%[12.7 µM]	14%	-17%	?
OCCCc1nc2n(n1)C(c1ccccc1Cl)C=C(c1cccs1)N2 (centres undefined)	3%	3%	-6	?	-33%	?	24%	-25%	4%
O=C(CCCCCC(=O)N(CCO)CCO)N(CCO)CCO	-15%	-8%	4	-6%	-12%[11.4 µM]	40µM*	32%	-2%	0%
COC(=O)CN1C(=O)N/C(=C/c2ccc(C)o2)C1=O	-9%	2%	1	31%[activator]	-29%	25µM*	-16%	2%	11%
CC1CCN(S(=O)(=O)c2ccc(NC(=S)NC(=O)c3ccc(Cl)cc3)cc2)CC1	-17%	-1%	1	0%	-10%[11.4 µM]	-2%[2.33 µM]	-3%	14%	-16%
Cc1csc(NC(=O)C2CSC3(C)CCC(=O)N23)n1 (centres undefined)	-8%	-5%	1	-2%	-5%	.	42%[activator]	-8%	-3%
Cc1c(/C=N/N=C2\CCC3C4CCc5cc(O)ccc5C4CCC23C)cnn1C (centres undefined)	2%	-2%	-7	1%	-20%	30%[2.33 µM]	18%	7%	8%
COC(=O)c1sc(SC)c(S(=O)(=O)C(C)C)c1N	-5%	i	-1	3%	-18%	.	51%[activator]	-11%	0%
O=C(CSc1nc2nn(-c3ccccc3)c(=O)c-2c2n1CCCCC2)Nc1ccccc1[N+](=O)[O-]	-19%	i	-1	-10%	-27%	?	14%	-24%	-8%
COc1ccc(C2(c3ccc(OC(C)=O)cc3OC(C)=O)CC(c3ccccc3)NC(=S)N2)cc1 (centres undefined)	1%	i	-11	22%	?	?	4%	?	?
Cc1cc(C)c2ccc(NN)nc2c1O	-12%	6%	-2	-6%	-16%	32µM*	42%[activator]	7%	9%
COc1cc(C2OC(c3cc(OC)c(OC)c(OC)c3)C(C)C2C)cc(OC)c1OC (centres undefined)	-13%	-14%	-6	-1%	-18%	-31%[59 µM]	6%	-17%	5%
O=C(NCCCc1ccccc1)C1CCN(C(=O)N2CCOc3ccc(Cl)cc32)CC1	-15%	i	1	-3%	-23%	-33%[59 µM]	2%	-13%	-1%
O=C(NCc1ccc(F)cc1)c1ccc(CS(=O)(=O)c2ccc(Cl)cc2)o1	-11%	4%	-1	1%	0%	-1%[59 µM]	57%[activator]	-7%	-14%
O=C(CSc1nc2cc3ccccc3cc2[nH]1)Nc1cccc(C(F)(F)F)c1	-7%	-4%	-11	-2%	-18%	-41%[59 µM]	28%	0%	-4%
O=C(NC1CCCCC1)C(c1ccc(F)cc1)N(CCc1ccccc1)C(=O)CN1C(=O)c2ccccc2S1(=O)=O (centres undefined)	-19%	-9%	-5	?	-3%	-4%[59 µM]	27%	0%	-1%
CCOC(=O)Cn1c(=NC(=O)CN2C(=O)CCC2=O)sc2cc(S(N)(=O)=O)ccc21	-7%	-10%	-2	5%	-8%	6%[59 µM]	17%	8%	2%
CCOc1ccc2c(c1)s/c(=N\S(=O)(=O)c1ccc(OC)cc1)n2C(F)F	-13%	8%	6	8%	13%	16%[59 µM]	22%	-3%	2%
CC(C)CCNC(=O)[C@@H](c1ccccc1)N1Cc2ccccc2C1=O	-11%	7%	0	-2%	-11%	-7%[59 µM]	24%	-7%	-1%
CCCCOC(=O)Nc1ccc2c(C)cc(=O)oc2c1	-4%	-4%	-5	1%	-16%	5%[59 µM]	25%	3%	-3%
COc1ccc(Cl)cc1NC(=O)CN(C)C(=O)c1ccc(N2CCCCCC2)c([N+](=O)[O-])c1	-16%	-2%	1	-3%	?	22µM*	?	?	6%
Cn1c(O)c(C2=c3ccccc3=NC2=O)sc1=Nc1ccc(Cl)cc1	-11%	-9%	-7	1%	-10%	21%[59 µM]	11%	4%	-6%
Nc1ccn(C2CC(O)C(CO)O2)c(=O)n1 (centres undefined)	3%	i	-5	2%	-6%	6%[12.7 µM]	46%[activator]	-20%	-1%
Cc1ccc(NC(=O)C2CSC3(C)CCC(=O)N23)cc1S(=O)(=O)N1CCOCC1 (centres undefined)	-2%	-10%	-2	-4%	-8%	6%[59 µM]	17%	-3%	-1%
Cc1ccc(OCCOCCOc2cccc3cccnc23)c(Br)c1	?	-11%	-4	1%	-1%[57.1 µM]	14%	?	9%	13%
C=CCc1cc(/C=C2/NC(=S)NC2=O)cc(OC)c1O	?	16%	1	?	-23%	29%[12.7 µM]	1%	-35%	-2%
CC(CNC(=O)c1cc(-c2ccccc2)n[nH]1)c1ccccc1 (centres undefined)	-16%	9%	1	-2%	-11%	-4%[59 µM]	29%	-8%	-3%
CCN(C[C@H]1N[C@@](C)(C(=O)OC)[C@H]2C(=O)N(C)C(=O)[C@@H]12)C(=O)c1ccc(C)cc1	-9%	-7%	0	4%	-29%	.	34%	.	0%
O=S(=O)(c1ccc(SCc2ccc(Cl)cc2)nc1)N1CCCC1	-18%	i	-4	-3%	69%[activator]	20%[12.7 µM]	123%[activator]	50%[activator]	0%
O/N=C1\CC2(Cc3nonc31)OCCO2	?	-4%	-8	-1%	-4%	4%	16%	11%	12%
CCOc1ccc(CN2CCNC(=O)C2CC(=O)NCCC2=CCCCC2)cc1 (centres undefined)	-13%	-5%	4	-5%	-15%	-27%	-5%	?	0%
CCN(Cc1cc(=O)n2ccsc2n1)c1cccc2ccccc12	-16%	.	-4	?	-31%	-14%[59 µM]	14%	6%	9%
O=C(Cc1ccccc1)c1nnc(-c2ccccc2)o1	4%	i	4	?	-21%	-37%	15%	-21%	5%
O=S(=O)(c1ccc(F)cc1)N1CCCN(Cc2c(F)cccc2F)CC1	-5%	i	6	1%	-10%	5%	13%	1%	-14%
O=C(CNC(=O)c1ccccc1)OCCOc1cccc(Cl)c1	-15%	i	-5	-4%	-8%	6%	33%	7%	-12%
C=CCN(c1ccccc1OC)S(=O)(=O)c1cccc(C(=O)OC2CCOC2=O)c1 (centres undefined)	-7%	i	-9	-1%	-23%	.	-5%	.	-16%
CN1C(=O)c2cccc3c(N(C)C)ccc(c23)C1=O	-17%	-5%	2	?	20%	.	74%[activator]	24%	-8%
